# PostGolgi yeast: growth inhibition of a yeast mutant, post-Golgi transport screen; post-Golgi transport phenotypic cell assay; inhibition, % at 10 µM; 98,000 tested, 0.9% active; AID 739;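 also: yeast cells grown in 1536-well plates; yeast grown about 18 h at 30C before absorbance read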
# Ecoli WT expand: growth inhibitors of E. coli BW25113 wild type; 98,000 tested, 0.15% active; growth inhibition, % at 100 µM; OD600 absorbance;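 active = growth inhibition above about 50% at one test dose, limit read from the data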;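 also: growth measured after 20 h incubation at 37 °C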
# PostGolgi ctrl: growth of the yeast control strain, post-Golgi counter-screen. efflux-deficient yeast background strain, growth absorbance A615, 16 h. inhibition, % at 10 µM. 98,000 tested, 5% active
# DAT uptake mod: modulates human dopamine transporter uptake under cocaine. LLC-PK1 hDAT cells, [14C]-dopamine uptake with cocaine IC80; actives deviate in either direction. B-score at 10 µM. 110,000 tested, 1.3% active;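 active = Z score or B-score, a plate-position-corrected score, falls beyond the plate's 99.7% confidence bounds, in either direction; inactive = both scores lie inside the 99.7% bounds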;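 also: scored against the spread of the other compound wells on the same plate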
# Target sequence (Q01959 whole entry, looked up): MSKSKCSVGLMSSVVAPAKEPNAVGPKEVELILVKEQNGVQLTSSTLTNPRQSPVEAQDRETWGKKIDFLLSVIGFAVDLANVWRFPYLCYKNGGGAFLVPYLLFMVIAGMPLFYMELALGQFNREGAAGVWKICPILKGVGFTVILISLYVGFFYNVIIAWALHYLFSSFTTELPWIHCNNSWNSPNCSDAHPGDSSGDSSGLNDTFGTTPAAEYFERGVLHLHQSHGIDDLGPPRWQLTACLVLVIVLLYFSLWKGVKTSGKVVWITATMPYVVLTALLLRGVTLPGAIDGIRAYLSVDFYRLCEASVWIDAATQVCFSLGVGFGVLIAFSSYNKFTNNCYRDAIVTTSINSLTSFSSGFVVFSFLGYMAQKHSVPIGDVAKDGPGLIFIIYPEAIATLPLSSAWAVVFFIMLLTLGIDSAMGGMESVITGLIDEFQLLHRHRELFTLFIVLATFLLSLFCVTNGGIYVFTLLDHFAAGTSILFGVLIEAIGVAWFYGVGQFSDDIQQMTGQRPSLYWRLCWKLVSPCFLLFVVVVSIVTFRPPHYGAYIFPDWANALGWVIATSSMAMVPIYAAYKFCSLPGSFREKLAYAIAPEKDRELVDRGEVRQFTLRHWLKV
# S1P2 antag: S1P2 (human) receptor antagonism; AID 736; inhibition, % at 5 µM; 97,000 tested, 0.21% active; O95136; cell-based S1P2 antagonist assay, inhibition at 5 uM; in the data active = inhibition above about 45%;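 also: CRE beta-lactamase reporter cells expressing human S1P2 stimulated with S1P; 0% = agonist at EC80 alone and 100% = agonist plus reference antagonist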
# Target sequence (O95136 whole entry, looked up): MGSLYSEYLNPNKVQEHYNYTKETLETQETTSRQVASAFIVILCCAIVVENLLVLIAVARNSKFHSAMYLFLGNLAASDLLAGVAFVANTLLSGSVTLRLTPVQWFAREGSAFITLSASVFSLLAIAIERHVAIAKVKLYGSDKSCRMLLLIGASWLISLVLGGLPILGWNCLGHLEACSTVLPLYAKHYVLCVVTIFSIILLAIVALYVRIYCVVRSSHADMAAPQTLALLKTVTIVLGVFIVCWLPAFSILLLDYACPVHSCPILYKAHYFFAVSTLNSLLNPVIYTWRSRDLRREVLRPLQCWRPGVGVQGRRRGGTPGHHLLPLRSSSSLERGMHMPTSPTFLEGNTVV
# H69AR inhibit: growth inhibitors of human H69AR lung tumor cells; H69AR lung tumor viability, ATP luminescence, 72 h; hits give low values; AID 598; 85,000 tested, 6% active; viability, % at 10 µM;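 active = viability at or below 40%; inactive = viability above 40%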;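 also: multidrug resistant small cell line overexpressing MRP-1 efflux transporter; 100% = mean luminescence of untreated control wells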
# S1P2 agonist: S1P2 (human) receptor agonism | O95136 | S1P2-expressing cell line, agonist reporter read-out | activation, % at 4.5 µM | 97,000 tested, 0.46% active; in the data active = activation above about 16%;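 also: 0% = vehicle low control and 100% = maximal reference agonist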
# HUVEC inhibit: inhibitors of human endothelial cell proliferation; AID 648; 86,000 tested, 1.1% active; viability, % at 10 µM (by protocol); HUVEC proliferation, CellTiter-Glo luminescence, 72 h; hits give low values;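 active = viability at or below 30%; inactive = viability above 30%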;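 also: 100% = median luminescence of DMSO-only cell control wells on each plate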
# Lung fibro prol: blocks proliferation of human lung fibroblasts. AID 719. 85,000 tested, 1.1% active. LL 47 human lung fibroblast viability, ATP luminescence; hits give low values. viability, % at 10 µM;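 active = viability at or below 50% in the single dose screen; inactive = viability above 50%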;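 also: compound exposure lasted 72 h before the ATP readout; 100% = median luminescence of untreated cell-only wells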
#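 Test system: LL 47 human lung fibroblasts / Quantity: 1,150 cells in each well / Medium: IMEM growth medium with 15% fetal bovine serum / Incubation: 72 h compound exposure at 37 °C after overnight plating / Detection: CellTiter-Glo luminescence measuring cellular ATP / Read-out: % viability versus median cells-only luminescence / Benchmarks: cell-only wells, no compound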
# Active calls of the source: *; . = not tested or not shown. Rule as the data show it, unless noted: active = inhibition above about 30%; inactive = the rest.
# A first look, 3 compounds:
structure	PostGolgi yeast	Ecoli WT expand	PostGolgi ctrl	DAT uptake mod	S1P2 antag	H69AR inhibit	S1P2 agonist	HUVEC inhibit	Lung fibro prol
Cc1ccc(NC(=O)c2ccccc2)cc1OC(=O)c1ccccc1	-3	0	10	-0.97	4	.	-6	.	.
CCC(CC)NC(=O)Cc1ccccc1[N+](=O)[O-]	-11	1	-4	0.052	26	.	-4	.	.
CCOC(=O)c1ccc(NC(=O)C2(c3ccccc3)CCOCC2)cc1	.	.	.	0.97	0	96	-8	99	106

# Main list, previewed entries included:
structure	PostGolgi yeast	Ecoli WT expand	PostGolgi ctrl	DAT uptake mod	S1P2 antag	H69AR inhibit	S1P2 agonist	HUVEC inhibit	Lung fibro prol
Cc1ccc(NC(=O)c2ccccc2)cc1OC(=O)c1ccccc1	-3	0	10	-0.97	4	.	-6	.	.
CCC(CC)NC(=O)Cc1ccccc1[N+](=O)[O-]	-11	1	-4	0.052	26	.	-4	.	.
CCOC(=O)c1ccc(NC(=O)C2(c3ccccc3)CCOCC2)cc1	.	.	.	0.97	0	96	-8	99	106
CCc1ccc(C2CC(=O)N3CN(c4ccccc4)CSC3=C2C#N)cc1 (configuration not stated)	-3	7	11	-0.089	-2	91	-1	103	101
COC(=O)c1cc(Cl)c(NC(=O)c2ccc(C(C)(C)C)cc2)cc1OC	-1	-2	8	-0.014	29	.	-7	.	.
COC(=O)c1cccc(Cn2c(Cl)c(/C=N/NC(=O)c3ccccc3Cl)sc2=O)c1	1	-8	16	-0.26	-5	31*	-5	79	97
CC1Oc2ccccc2N(CC(=O)NCC2CCCO2)C1=O (configuration not stated)	7	-13	10	-0.38	14	.	-4	.	.
CN(c1ccccc1)S(=O)(=O)c1ccc(C(=O)Nc2nccs2)cc1	-13	0	10	0.39	11	99	-3	83	83
O=C(CSCCO)Nc1ccc(C2CCCCC2)cc1	2	7	22	3.1*	.	93	.	100	89
CCOP(=O)(O)c1ccccc1OCCCCCOc1ccccc1P(=O)(O)OCC	-2	0	-2	-0.99	4	90	-1	99	98
O=C(OCc1nc2ccccc2s1)C1CCN(S(=O)(=O)c2cccs2)CC1	14	-13	16	.	14	88	-3	86	100
O=C(OC1CCCCC1=O)c1cc(=O)c2ccccc2o1 (configuration not stated)	-2	10	4	-0.0096	10	103	-2	106	105
Cc1ccc(NC(C#N)c2ccccc2OCc2ccccc2)cc1 (configuration not stated)	-2	20	2	.	-14	.	-1	.	.
CN1CCN(c2ccccc2NC(=O)C(Cc2ccccc2)n2cccc2)CC1 (configuration not stated)	-1	6	17	0.71	-7	.	-7	.	.
CN(C)c1nc(C(N)=O)nc(N2CCOCC2)n1	10	3	11	0.059	2	92	-7	104	99
O=C(NCCN1CCOCC1)c1ccc(CS(=O)(=O)Cc2ccccc2F)o1	0	1	-2	0.63	1	103	-6	109	101
COc1ccc(-n2c(Cc3cccn3C)nnc2SCC(=O)NCC2CCCO2)cc1 (configuration not stated)	1	6	-3	0.024	0	102	-9	101	98
c1ccc(CNc2nc3ccccc3n3cnnc23)cc1	-16	-4	13	1.4	-13	86	-2	99	97
CC(=O)N(C)/C=C1\Sc2ccccc2C1=O	5	-3	44*	.	3	91	-11	104	99
CC1(c2ccccn2)Nc2ccccc2-c2nc3ccccc3n21 (configuration not stated)	15	10	22	0.53	7	103	-4	86	97
Cc1ccc(S(=O)(=O)NCc2cn3c(C)csc3n2)cc1	-2	-2	14	-0.6	-5	96	-4	95	103
O=C(NO)c1ccc(C(=O)N(C2CCCCC2)C2CCCCC2)cc1	102*	5	96*	1.2	-5	14*	-6	83	86
O=C(COC(=O)c1ccncc1)NC(=O)C1CCCCC1	-1	1	6	-0.59	7	94	-8	99	104
CCOC(=O)COC(=O)c1ccc(Oc2cc(C)nc(SC)n2)cc1	.	.	.	-1.8	-16	95	-3	97	100
O=C(Nc1sc2c(c1-c1nc3ccccc3[nH]1)CCCC2)C1CCCC1	3	-18	8	-1.1	6	53	-9	89	99

# Other structures follow:
structure	PostGolgi yeast	Ecoli WT expand	PostGolgi ctrl	DAT uptake mod	S1P2 antag	H69AR inhibit	S1P2 agonist	HUVEC inhibit	Lung fibro prol
CN1CCN(C2=C(Cl)C(=O)N(Cc3ccccc3)C2=O)CC1	-2	1	4	0.037	18	39*	-6	89	91
O=C(Nc1cccs1)Nc1ccccc1Cl	-9	-9	7	0.098	11	96	-1	87	95
CCOc1ccc(OCc2ccc(C(=O)Nc3cccnc3)o2)cc1	-9	16	-5	-0.66	-8	77	-7	89	101
O=c1oc2ccc3ccccc3c2c2c1SC(C(F)(F)F)C2 (configuration not stated)	-1	-5	10	-0.46	-9	72	0	79	104
COc1cccc(-c2cc(N)nn2C(=O)Nc2ccc(Cl)cc2)c1	5	18	15	0.23	-1	.	-6	.	.
Cc1nn(-c2ccccc2)c(C)c1C(=O)OCC(=O)N1c2ccccc2NC(=O)C1(C)C	-8	10	0	0.66	5	17*	-10	76	94
COc1ccccc1CN1C(=O)CN(C2CCCC2)C(=O)C1c1ccc(F)cc1 (configuration not stated)	9	3	11	0.5	-16	102	-7	89	97
CC1=C(C(=O)Nc2ccccc2)C(c2ccco2)C(C#N)=C(SCC(=O)OC(C)C)N1 (configuration not stated)	3	-13	27	0.78	13	86	-2	86	92
CC(C)(C)NC(=O)C1CCC(C)(C(=O)O)C1(C)C (configuration not stated)	-5	2	6	0.91	-5	94	-4	90	101
COc1ccc2nc(SCc3cccnc3)c(C#N)cc2c1	22	0	-4	0.2	-13	84	-5	81	88
Cc1ccc(N(CC(=O)NCC2CCCO2)C(=O)CCC(=O)Nc2ccccn2)cc1C (configuration not stated)	.	.	.	0.22	1	95	-2	96	94
O=C(NCc1ccccc1)C12CN(Cc3ccccc3)CC1C(c1cccc([N+](=O)[O-])c1)=NO2 (configuration not stated)	-5	-11	10	-0.013	6	.	-5	.	.
CCOC(=O)c1c(NC(=O)c2noc3c2CCCC3)sc(C)c1C	1	4	2	0.86	-27	90	-10	107	.
CNC(=O)CN(c1cc(C)ccc1C)S(C)(=O)=O	-6	3	10	-0.041	10	87	-6	99	98
CC(=O)OC(C)(CCC(C)(OC(C)=O)C(C)=O)C(C)=O (configuration not stated)	23	-3	-3	0.043	-6	97	-4	97	93
Cc1cc(C)c(C#N)c(SCCS(=O)(=O)Cc2ccccc2)n1	16	-7	23	-0.05	6	80	-5	110	107
O=C(CNC(=O)C12CC3CC(CC(C3)C1)C2)NC1=NCCS1	0	1	5	0.036	-11	97	-4	108	109
CN1CCN(C(=O)c2ccccc2NC(=O)C(C)(C)C)CC1	.	.	.	-1.5	-9	87	-4	101	104
CCc1ccc(NS(=O)(=O)c2ccc(OC)c(C)c2)cc1	-10	-3	36*	0.52	9	97	-1	93	98
Cn1nnnc1SCC(=O)N1CCN(Cc2ccccc2)CC1	-2	7	7	-0.67	10	106	-2	98	105
Cc1cc2ncn(CC(O)COC3CCCCC3)c2cc1C (configuration not stated)	13	3	31*	1.1	1	68	-3	99	92
O=[N+]([O-])/C=C/c1c(OCc2ccccc2)ccc2ccccc12	105*	-6	99*	-0.26	30	2.8*	0	27*	7.6*
C=CCNC(=O)CCNS(=O)(=O)c1ccc(Br)cc1	-4	8	8	0.45	-13	82	-4	93	88
CC(C)(C)c1cc(CN2CCN(CCO)CC2)cc(C(C)(C)C)c1O	7	9	2	-0.98	10	94	-3	97	98
CCOC(=O)CCn1c(CC(=O)OCC)nc2ccccc21	4	-7	6	-0.62	16	90	3	109	106

# Laid out differently: three of the compounds above
O=c1oc2ccc3ccccc3c2c2c1SC(C(F)(F)F)C2 (configuration not stated)
  PostGolgi yeast: -1
  Ecoli WT expand: -5
  PostGolgi ctrl: 10
  DAT uptake mod: -0.46
  S1P2 antag: -9
  H69AR inhibit: 72
  S1P2 agonist: 0
  HUVEC inhibit: 79
  Lung fibro prol: 104

COc1cccc(-c2cc(N)nn2C(=O)Nc2ccc(Cl)cc2)c1
  PostGolgi yeast: 5
  Ecoli WT expand: 18
  PostGolgi ctrl: 15
  DAT uptake mod: 0.23
  S1P2 antag: -1
  H69AR inhibit: .
  S1P2 agonist: -6
  HUVEC inhibit: .
  Lung fibro prol: .

Cc1nn(-c2ccccc2)c(C)c1C(=O)OCC(=O)N1c2ccccc2NC(=O)C1(C)C
  PostGolgi yeast: -8
  Ecoli WT expand: 10
  PostGolgi ctrl: 0
  DAT uptake mod: 0.66
  S1P2 antag: 5
  H69AR inhibit: 17*
  S1P2 agonist: -10
  HUVEC inhibit: 76
  Lung fibro prol: 94

# New compounds follow:
structure	PostGolgi yeast	Ecoli WT expand	PostGolgi ctrl	DAT uptake mod	S1P2 antag	H69AR inhibit	S1P2 agonist	HUVEC inhibit	Lung fibro prol
CC(C)(C)NC(=O)CSc1nnc(C2CC2)n1Cc1ccccc1	5	3	6	-1.2	.	102	.	93	102
Cn1c(Cn2c(=O)sc3ccccc32)nnc1SCc1ccccc1F	4	-5	21	-0.031	-12	91	-3	97	98
O=C1OC2CCC1(c1ccccc1)C2 (configuration not stated)	.	.	.	-0.14	7	99	-3	101	97
c1ccc(-c2nc(N3CCCCCC3)nc(-n3ccnc3)n2)cc1	62*	3	72*	-1	-36	0.9*	-4	46	74
CCCC1COC(Cn2cncn2)(c2ccc(C)cc2)O1 (configuration not stated)	101*	1	93*	0.22	22	92	-3	111	103
CC(C)n1c(SC2C(=O)CC(C)(C)CC2=O)nc2c1c(=O)n(C)c(=O)n2C	-11	-13	1	0.29	-1	98	-4	95	104
O=C(CSCc1ccc(Cl)cc1)N1CCN(Cc2ccc3c(c2)OCO3)CC1	.	.	.	0.79	-25	109	3	98	103
CCOC(=O)CCNC(C(=O)OCC)c1ccccc1 (configuration not stated)	-2	-1	-4	-0.28	-2	94	-3	108	106
CCn1nnc(-c2ccccc2NC(=O)c2cccc(-n3cnnn3)c2)n1	0	-1	2	-0.27	8	75	0	99	102
CCn1cc(C(=O)NCc2ccc3c(c2)OCO3)c(=O)c2cc(F)c(N3CCN(C)CC3)cc21	9	100*	7	1.4	-8	21*	-5	79	92
CC(C)CCn1nnnc1C(c1ccccc1)N1CCN(C)CC1 (configuration not stated)	4	0	1	-0.25	.	95	.	97	87
O=c1c2ccccc2nnn1CSc1nnc(-c2cccs2)n1Cc1ccccc1	8	-4	8	0.87	.	66	.	75	93
CC1CCN(CCCNC(=O)c2ccc3c(=O)n(CCc4ccccc4)c(=O)[nH]c3c2)CC1	-4	4	7	0.35	-2	92	-4	86	68
CCN(CC)Cc1nc2c(c(=O)[nH]1)C1(CCCC1)Cc1ccccc1-2	-2	14	15	0.39	-8	75	-6	89	98
CCCc1nc2c(nnn2Cc2ccccc2F)c(=O)[nH]1	7	8	26	-0.022	-2	115	-6	102	103
COc1cccc(-n2nnc3c(=O)n(Cc4ccc(C)cc4)cnc32)c1	6	4	3	0.25	4	86	-3	99	105
COc1c(S(=O)(=O)N2CCCCC2)ccc2c(S(=O)(=O)N3CCCCC3)cccc12	.	.	.	.	-5	70	-2	81	94
CCOc1ccc(N2C(=O)C(c3ccccc3)=C(c3nc4ccccc4s3)C2NC(C)=O)cc1 (configuration not stated)	-6	-5	-6	-0.44	8	75	-8	90	88
COC(=O)Cc1cn(-c2ncc(C(F)(F)F)cc2Cl)c2ccccc12	-7	12	16	-0.8	-18	95	0	108	90
Cc1noc(C)c1COC(=O)CCN1c2ccccc2Sc2ccccc21	0	-12	5	0.25	5	94	0	101	102
CC1CCc2nn(CC(=O)Nc3c(F)cc(F)cc3Br)cc2C1 (configuration not stated)	5	-3	9	-0.0014	.	99	.	104	99
O=C(ONC1=NCCCCC1)c1c(F)cccc1F	4	0	13	-0.23	2	83	-5	71	92
Cc1ccc(C)c(C(=O)COC(=O)c2ccc(Br)o2)c1	5	-2	6	0.011	-19	94	-3	87	101
COc1ccc(N2Cc3ccccc3C2)cc1Cl	1	1	6	0.33	-6	83	-3	99	109
CCC(=O)Nc1cc(OC)c(NC(=O)c2ccccc2)cc1OC	-2	1	-2	0.28	-5	99	0	101	104
O=[N+]([O-])c1ccc(O)c(-c2nc(-c3ccccc3)c(-c3cccs3)[nH]2)c1	14	-1	45*	-0.7	-29	.	-2	.	.

# High-throughput results as filed in PubChem BioAssay.
